Screening results: PubChem, several laboratories
E coli growth – reduces bacterial viability in AddAB counter-screen; E. coli V3065 growth, OD600 absorbance, 18 h; inhibition, % at 11.9 µM; hit rate 0.27% among 330,000; AID 449728;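 active = inhibition above the campaign's mean inhibition across all tested compounds plus 3 SD, cut at about 9.9% in these data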;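 also: uninfected addAB+ strain grown without phage in ampicillin broth; 0% = DMSO wells and 100% = ciprofloxacin 0.95 µg/ml wells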
Rtt109 HAT inh – inhibitors of Candida albicans Rtt109/Vps75 histone acetyltransferase. Q5AAJ8. purified Rtt109/Vps75, ThioGlo CoA-SH fluorescence, 4 h. inhibition, % at 34.9 µM. hit rate 0.16% among 330,000;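 active = inhibition of at least 50% in every replicate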
Target sequence (Q5AAJ8 whole entry, looked up): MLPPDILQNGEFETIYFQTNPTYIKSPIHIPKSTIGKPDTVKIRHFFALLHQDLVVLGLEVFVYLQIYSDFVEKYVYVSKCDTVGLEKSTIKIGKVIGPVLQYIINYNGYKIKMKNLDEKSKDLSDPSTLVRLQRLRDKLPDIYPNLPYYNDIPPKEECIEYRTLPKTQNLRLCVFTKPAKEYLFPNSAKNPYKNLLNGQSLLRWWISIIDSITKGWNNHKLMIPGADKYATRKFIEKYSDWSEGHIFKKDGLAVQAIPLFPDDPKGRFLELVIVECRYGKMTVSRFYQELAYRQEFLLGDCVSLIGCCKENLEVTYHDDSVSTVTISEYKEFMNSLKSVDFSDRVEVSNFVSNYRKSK
PvdQ acylase – P. aeruginosa PvdQ acylase inhibition. purified PvdQ acylase, fluorescence plate reader. inhibition, % at 10 µM. hit rate 0.063% among 340,000. AID 488965; in the data active = inhibition above about 30%, passing the limit was not always enough;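 also: 0% = vehicle neutral wells and 100% = reference inhibitor wells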
phage Ecoli inh – E. coli growth loss with phage present | growth absorbance | inhibition, % at 11.9 µM | hit rate 0.26% among 360,000 | AID 651602; in the data active = inhibition above about 11%
Wnt bcat act – activators of Wnt/beta-catenin signaling; Wnt/beta-catenin reporter cell assay, activator, plate reader; activation, % at 9.35 µM; hit rate 1.2% among 300,000; in the data active = activation above about 30%, passing the limit was not always enough;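 also: 0% = neutral control wells and 100% = positive control wells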
DAGLB inh – blocks human DAGLB lipase activity. Q8NCG7. HEK293T DAGLB membrane lysate, EnzChek fluorogenic substrate. inhibition, % at 5.17 µM. hit rate 0.059% among 340,000; in the data active = inhibition above about 34%;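 also: 0% = enzyme with vehicle and 100% = wells lacking enzyme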
Target sequence (Q8NCG7 whole entry, looked up): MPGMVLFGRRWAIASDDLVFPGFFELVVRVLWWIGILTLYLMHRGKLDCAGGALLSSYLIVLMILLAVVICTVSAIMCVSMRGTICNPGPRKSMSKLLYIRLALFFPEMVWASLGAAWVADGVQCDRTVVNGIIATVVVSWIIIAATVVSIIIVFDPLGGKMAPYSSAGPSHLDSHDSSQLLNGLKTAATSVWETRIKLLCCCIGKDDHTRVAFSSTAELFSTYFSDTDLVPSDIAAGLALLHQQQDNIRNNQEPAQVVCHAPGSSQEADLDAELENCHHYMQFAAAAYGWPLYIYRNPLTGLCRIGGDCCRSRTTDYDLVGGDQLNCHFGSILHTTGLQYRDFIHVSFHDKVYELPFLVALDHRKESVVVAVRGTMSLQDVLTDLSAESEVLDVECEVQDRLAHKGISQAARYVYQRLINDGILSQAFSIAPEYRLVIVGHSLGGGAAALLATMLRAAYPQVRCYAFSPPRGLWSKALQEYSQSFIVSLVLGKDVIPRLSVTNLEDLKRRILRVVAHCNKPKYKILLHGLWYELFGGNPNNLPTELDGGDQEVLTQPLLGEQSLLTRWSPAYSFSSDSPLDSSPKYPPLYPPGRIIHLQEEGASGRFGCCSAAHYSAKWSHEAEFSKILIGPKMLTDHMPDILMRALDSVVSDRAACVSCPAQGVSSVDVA
AddAB inh – less growth of phage-infected E. coli with AddAB. inhibition, % at 11.9 µM. hit rate 0.29% among 330,000. AID 435030. E. coli expressing H. pylori AddAB, absorbance growth; in the data active = inhibition above about 12%;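 also: 0% = vehicle wells of infected cells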
Tat transport – inhibitors of E. coli Tat protein transport; E. coli MC4100 TorA-mCherry Tat export, fluorescence; inhibition, % at 10 µM; hit rate 0.036% among 340,000;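 active = mean replicate inhibition at least 50% and at least half of replicates individually reaching 50%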;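 also: exported cargo escapes ClpAP degradation while cytoplasmic cargo is degraded and loses fluorescence; 0% = median of neutral control wells and 100% = median of NaSCN control wells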
CAL PDZ inh – blocks peptide binding to human CAL PDZ domain. hit rate 0.02% among 330,000. Q9HD26. AID 504414. purified CAL PDZ, TMR-peptide fluorescence polarization, 1 h. inhibition, % at 20 µM;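 active = highest replicate inhibition of at least 40%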;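 also: plate controls were DMSO neutral control wells for no effect and unlabeled competitor peptide control wells for full effect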
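Material: tagged CAL PDZ domain; buffer or medium: 25 mM sodium phosphate pH 7.4, 150 mM NaCl, TCEP, IgG, Thesit; compound dosing: single point, 20 µM; schedule: 1 h incubation at room temperature before polarization reading; measured by: FP readout, S and P plane fluorescence; read-out basis: percent inhibition from loss of millipolarization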
PfHsp90 set2 – growth inhibition of yeast expressing Plasmodium Hsp90; inhibition, % at 9.4 µM; S. cerevisiae expressing PfHsp90, BacTiter-Glo ATP, 48 h; yeast lacking PDR1 and PDR3 efflux regulators; AID 504621; hit rate 0.32% among 310,000;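 active = every replicate shows inhibition above about 80%, whatever the replicate mean, limit read from the data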;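 also: 0% = DMSO neutral controls and 100% = 20 µM radicicol positive controls; yeast relying on Plasmodium falciparum Hsp90 in place of its own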
* marks the source's active call; other numbers are inactive results; . = not tested or not shown.

Every second line gives: E coli growth	Rtt109 HAT inh	PvdQ acylase	phage Ecoli inh	Wnt bcat act	DAGLB inh	AddAB inh	Tat transport	CAL PDZ inh	PfHsp90 set2
> CCOC(=O)c1cc(C(=O)OCC)cc(-n2cc(O)c(C(=O)OCC)n2)c1
  1.0	-4	-13	3.6	-1	-4	2.6	-5	-0.9	-13
> CC1=CC(C)(C)NC(=O)N1c1ccc(C)cc1
  0.9	-8	-6	3.7	0	3	2.0	-3	0.7	-20
> O=C(CSc1nnc(-c2c[nH]c3ccccc23)o1)c1ccccc1
  -0.5	-5	-10	1.1	.	-7	0.1	-17	-0.7	.
> CCOC(=O)N1CCN(C(=O)COC(=O)c2cccc(S(C)(=O)=O)c2)CC1
  .	-2	-13	2.4	-3	-2	.	2	-0.8	.
> CN(C)S(=O)(=O)Oc1ccccc1C(=O)Nc1ccc(F)cc1F
  -1.2	11	3	3.8	-3	-1	4.2	1	0.1	-10
> Cc1c(NC(=O)/C(=C\c2ccccc2)NC(=O)c2ccccc2)c(=O)n(-c2ccccc2)n1C
  0.6	2	-2	4.1	-5	-4	3.0	-6	-0.7	.
> CN(C(=O)CCNC(=O)N1CC(=O)Nc2ccccc21)C1CCCCC1
  1.9	-1	4	3.4	0	-2	3.7	-2	-1.8	5
> O=C(COC(=O)C1CCN(S(=O)(=O)c2ccc3c(c2)OCCO3)CC1)Nc1ccccc1OC(F)F
  -1.1	-1	-9	0.8	.	-4	2.7	-7	-1.0	14
> O=C(NC(=S)NC1CCSC1=O)c1cccs1 (configuration not stated)
  0.0	2	2	2.4	-2	-1	3.9	-14	-0.4	6
> CN(C)c1nc(N)nc(CSc2nnnn2-c2ccccc2)n1
  -0.2	-2	-8	2.0	.	0	-0.4	3	0.3	.
> CN(C)c1ccc(/C=N/Nc2cc(N3CCOCC3)nc(N3CCOCC3)n2)cc1
  0.0	5	-5	2.3	-7	3	2.6	-1	-0.8	2
> CC(C)(C)N(NC(=O)Nc1ccccc1)C(=O)c1ccccc1Cl
  0.0	-4	-17	5.1	.	-2	2.4	5	-2.1	23
> Cc1ccc(-c2cc(C(F)(F)F)n3ncc(C(=O)N4CCN(C)CC4)c3n2)cc1
  -1.8	1	-1	2.6	.	0	2.2	2	-0.9	20
> Cc1ccc(-c2nc3ccccc3o2)cc1NC(=O)c1ccc2c(c1)OCO2
  -2.2	-2	-9	2.7	.	-1	-0.5	-6	1.7	-15
> CCc1ccc(CN(C)C(=O)C2CCC(=O)N(CCCN3CCCC3=O)C2)cc1 (configuration not stated)
  1.1	4	4	2.9	2	0	1.3	-2	-0.3	3
> CS(=O)(=O)Nc1ccc(C2=NN(S(C)(=O)=O)C(c3cccs3)C2)cc1 (configuration not stated)
  -0.6	2	0	6.6	4	2	-1.0	3	-3.1	.
> Cc1cc(=O)oc2c(C)c(OCC(=O)c3ccccc3)ccc12
  -0.7	-11	1	0.4	1	-3	3.7	8	2.7	-1
> N#Cc1cccc(NC(=O)Cn2cnc(S(=O)(=O)N3CCCC3)c2)c1
  2.1	3	3	4.6	0	-2	4.7	5	0.2	50
> O=C(c1ccc(Cl)cc1)C(CN1CCCC1)c1ccccc1 (configuration not stated)
  -1.0	0	-14	1.8	-7	18	1.6	-6	-0.3	-50
> C/C(N)=C(/C#N)C(=O)COC(=O)c1ccncc1
  -1.8	-1	0	2.0	-1	0	0.4	-2	-3.6	-6
> CCCC(=O)Nc1ccc(-c2nc3ncccc3o2)cc1
  .	-1	-4	3.5	37*	-2	.	12	-1.9	-4
> CCn1c(CNC(=O)c2ccccc2F)nnc1SCC(=O)NC1CCCCC1C (configuration not stated)
  1.5	4	-18	2.1	-4	-2	0.1	2	-1.2	-2
> CC(NC(=S)NCCc1ccccc1)C(c1cccs1)N1CCN(Cc2ccccc2)CC1 (configuration not stated)
  0.4	4	1	3.0	-1	-11	1.7	0	-0.3	12
> CCC(C)N(C(=O)COc1ccccc1C#N)C1CCS(=O)(=O)C1 (configuration not stated)
  1.1	-7	-18	3.3	3	1	-0.2	0	-0.3	12
> CCOC(=O)C1C2C=CC(CC2)N1c1ccccc1 (configuration not stated)
  0.1	6	-8	0.7	-1	-1	0.0	-3	-0.6	19
> O=C(Cc1ccc(S(=O)(=O)N2CCOCC2)s1)N1CCN(S(=O)(=O)c2ccc(Cl)cc2)CC1
  -2.8	6	-12	0.9	-5	1	-2.6	-2	-1.1	-13
> COc1cccc(NC(=S)/C(=C(\[O-])c2ccc([N+](=O)[O-])cc2)[n+]2ccccc2)c1
  0.8	-2	-8	-0.5	-2	3	0.5	12	-2.7	-12
> CCOC(=O)Nc1nnc(-c2ccc(OC)cc2)s1
  0.5	7	-8	1.3	.	-1	2.6	-1	-1.8	40
> COc1ccc(CN(C)C(=O)c2cc(S(=O)(=O)Nc3ccccc3F)ccc2C)c(OC)c1
  -1.4	4	5	0.6	3	-6	1.3	-3	-2.8	-9
> COc1ccc(OC)c(NC(=O)CSc2nc3n[nH]c(C)c3c(=N)n2-c2cccc(Cl)c2C)c1
  -6.7	-2	-12	4.0	1	2	2.1	8	-3.4	0
> Cc1ccc(Cn2ccc(=O)c(OCc3ccccc3)c2C)cc1
  -1.0	13	-6	0.6	.	7	2.8	7	-3.1	8
> Cc1ccc2nc(-c3ccccc3)cc(C(=O)N(C)CC(=O)Nc3ccccc3Br)c2c1
  -0.5	17	1	4.8	2	-4	0.7	15	-2.5	-9
> CCCC(=O)Nc1ccc(C(=O)n2nnc3ccccc32)cc1
  0.8	-3	-14	1.1	-1	2	0.8	0	-0.5	-14
> CCOC(=O)N1CCN(c2nc(C(F)(F)F)nc3c(C)cc(C)cc23)CC1
  -5.7	6	6	2.1	-1	-3	0.8	-3	-0.2	9
> CCC(C)NC(=O)/C(=C/c1ccco1)c1ccccc1 (configuration not stated)
  1.7	15	2	0.9	.	-1	2.8	0	-1.2	36
> COc1ccc(NC(=O)Nc2cccc3c2O[C@H](CN(C)C(=O)Nc2ccccc2)[C@@H](C)CN([C@H](C)CO)C3=O)cc1
  0.4	16	-9	1.3	0	1	-0.4	-2	0.2	7
> COc1ccc(CNC(=O)CNC(=O)[C@@H]2Cc3ccccc3CN2)cc1
  0.4	-6	3	3.8	-4	1	0.3	-6	-1.8	17
> CCOc1cc(C(=O)Nc2ccccc2N2CCN(S(C)(=O)=O)CC2)cc(OCC)c1OCC
  0.8	12	-8	-1.0	.	-4	-1.1	-4	.	-22
> COc1cccc(/C=C2\SC(=S)N(CCC(=O)NC3C=CS(=O)(=O)C3)C2=O)c1 (configuration not stated)
  -2.6	26	8	-0.8	9	2	3.3	-4	-1.6	18
> Cn1nnnc1SCC(=O)c1ccco1
  0.5	24	-3	2.8	.	1	1.5	4	-0.9	11
> CC(C)[C@H](NC(=O)c1c(F)cccc1F)C(=O)OCC(=O)NC(=O)NC1CCCC1
  -0.3	5	-8	-0.2	-2	-1	0.7	-1	-2.7	-16
> CC(=O)c1ccc(S(=O)(=O)N2CCCC(N(C)CCc3ccccc3)C2)cc1 (configuration not stated)
  1.3	-2	-13	-0.2	-5	0	0.2	2	-24	0
> O=c1[nH]c(CSc2cccc[n+]2[O-])nc2ccccc12
  -1.2	12	-22	-0.9	5	1	0.6	0	-1.3	3
> CN(CCOc1ccccc1)C(=O)C1CCC(=O)N(CCc2ccc(Cl)cc2)C1 (configuration not stated)
  .	0	-14	-1.3	1	1	.	8	-0.2	-1
> Cc1cc(OCC(=O)NC2CCN(Cc3ccccc3)CC2)c2c(C)c(C)c(=O)oc2c1
  0.8	5	11	.	.	1	2.4	11	0.1	5
> CCOc1ccccc1C(=O)OCC(=O)Nc1ccc(N2CCCCC2)cc1
  -0.4	25	8	3.4	2	-1	-2.7	16	-2.4	.
> Cc1ccc(S(=O)(=O)N(CC(=O)N=Nc2c(O)[nH]c3ccccc23)c2cccc(C)c2)cc1
  1.4	-3	4	1.2	-11	3	1.5	8	-1.8	-1
> COc1ccccc1CNC(=O)CNC(=O)Cn1cnc2ccccc2c1=O
  -0.2	-12	-16	2.4	.	-4	2.5	-4	-0.1	15
> COc1ccc(NC(=O)C2CCCN2c2ccc(OC)c(OC)c2)cc1OC (configuration not stated)
  0.1	-4	-12	2.5	-5	0	0.9	-6	-2.4	-15
> CCOc1ccc(-n2c(O)c(/C=N/Nc3nnc(C)c(=O)[nH]3)c3ccccc3c2=O)cc1
  0.4	-2	7	0.2	-3	5	2.7	-3	-7.1	19

Part of the list above, set out differently:
CN(CCOc1ccccc1)C(=O)C1CCC(=O)N(CCc2ccc(Cl)cc2)C1 (configuration not stated)
  E coli growth: .
  Rtt109 HAT inh: 0
  PvdQ acylase: -14
  phage Ecoli inh: -1.3
  Wnt bcat act: 1
  DAGLB inh: 1
  AddAB inh: .
  Tat transport: 8
  CAL PDZ inh: -0.2
  PfHsp90 set2: -1
COc1ccc(NC(=O)C2CCCN2c2ccc(OC)c(OC)c2)cc1OC (configuration not stated)
  E coli growth: 0.1
  Rtt109 HAT inh: -4
  PvdQ acylase: -12
  phage Ecoli inh: 2.5
  Wnt bcat act: -5
  DAGLB inh: 0
  AddAB inh: 0.9
  Tat transport: -6
  CAL PDZ inh: -2.4
  PfHsp90 set2: -15

(more compounds)
Every second line gives: E coli growth	Rtt109 HAT inh	PvdQ acylase	phage Ecoli inh	Wnt bcat act	DAGLB inh	AddAB inh	Tat transport	CAL PDZ inh	PfHsp90 set2
> O=C(NCN1C(=O)C2C3C=CC(C3)C2C1=O)OC1CCCCC1 (configuration not stated)
  -0.3	6	-1	3.0	.	-3	0.0	1	-0.2	9
> OC(C#CCN1CCCCC1)c1ccccc1 (configuration not stated)
  -1.9	.	-3	3.1	0	-1	0.5	-2	-1.0	.
> O=C(NNC(=S)NC(=O)c1ccccc1[N+](=O)[O-])c1ccc(Cl)cc1Cl
  -7.9	19	-9	-1.9	-1	0	1.3	0	0.4	-21
> CCCN(CC(=O)Nc1ccccc1OC)C(=O)C1=COCCO1
  -0.5	-7	-9	3.5	-1	0	0.7	-3	1.0	-2
> CCCC(c1nnnn1CCOC)N1CCN(c2nc3ccccc3s2)CC1 (configuration not stated)
  0.7	2	7	3.8	-9	-4	4.7	4	-1.0	9
> COc1ccc(NC(=O)CCC(=O)N2CCOCC2)c([N+](=O)[O-])c1
  1.1	-3	-11	0.6	-1	0	0.6	0	-1.7	-9
> Cc1c(N(C(=O)c2cc(=O)[nH]c3ccccc23)C(C)C)c(=O)n(-c2ccccc2)n1C
  -0.2	.	1	1.9	-1	0	1.6	-3	-2.7	5
> CCCCn1c(NC(=O)c2ccccc2)c(C#N)c2nc3ccccc3nc21
  .	-8	6	-1.9	8	-16	.	2	0.7	4
> COCCn1nnnc1C(c1cccc(OC)c1OC)N1CCN(C(=O)c2ccco2)CC1 (configuration not stated)
  1.3	4	-15	3.4	3	1	1.8	-8	-1.9	23
> CCN1C(=O)CC(n2c(C)nc3ccccc32)C1=O (configuration not stated)
  -0.6	22	12	0.0	.	0	0.8	2	-1.6	-24
> CC(C)C[C@H]1CN=C(Nc2ccccc2)N1CCc1cccc(F)c1
  0.7	6	0	.	.	-4	1.4	-4	-0.3	14
> CC(C)(C)OC(=O)C[C@H]1C/C=C\C[C@@H](CC(=O)NCCO)C(=O)N2CCC[C@H]2COC1=O
  0.0	0	-5	1.4	0	-2	3.2	-6	0.5	2
> COc1cccc(NC(=O)CN2CCN(c3ccc(F)cc3)CC2)c1
  -1.6	4	-14	-0.1	.	-2	4.0	-1	-0.5	-20
> Cc1ccc(NC(=O)CN(Cc2ccco2)Cc2ccccc2O)cc1C
  -2.3	17	-14	-0.1	2	-7	0.7	13	-1.8	-49
> CCn1c(-c2c(Cl)c(C)nn2C)n[nH]c1=S
  0.9	0	3	4.5	.	1	0.9	-4	-0.2	0
